From PubChem
Fluorescein autfl – compound autofluorescence in fluorescein spectral region. Compound autofluorescence, 480/540 nm, fluorescein-equivalent; stronger effect = higher value. max fluorescein-equivalent concentration, M. 59,000 tested, 0.91% active; in the data active means max fluorescein-equivalent concentration above about 10 nM; inconclusive means between about 1.1 nM and that limit
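Values reflect compound autofluorescence, normalized to fluorescein on the same plate and reported at each tested concentration. Conditions: 100 mM Tris pH 8.0, room temperature, 15 min, excitation 480 nm, emission 540 nm.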
4MU fluor – compounds fluorescent in 4-MU spectral region | 59,000 tested, 11% active | max dye-equivalent concentration, M | compound autofluorescence, 340/450 nm, 4-MU equivalents; stronger effect = higher value | AID 589; in the data active means max dye-equivalent concentration above about 10 nM; inconclusive means mostly about 1.1 nM to 9.6 nM
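Intrinsic fluorescence at 340/450 nm (ex/em) was read after 15 min at room temperature in pH 8.0, 100 mM Tris. Each compound concentration expressed as 4-MU-equivalent concentration from a six-point 4-MU standard series on each plate.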
Caspase-7 inhib – caspase-7 (human) inhibition, allosteric or competitive. AID 889. recombinant caspase-7, Ac-DEVD-AFC fluorescence rate. Potency, µM (top dose mostly 57.5 µM), inactives show top-dose activity change, negative = inhibition, usual class: inhibitors. 75,000 tested, 0.02% active. P55210; active means well fitted inhibition curve with a large enough effect in the main read-out, with a control signal flat, not every such curve was filed as active; inconclusive means small, poorly fitted or top-dose-only effect, or a change in a side signal; further: potency means the concentration at half of the fitted maximal effect; % of control where 0% means no effect
Target sequence (P55210 24-198 limits assumed): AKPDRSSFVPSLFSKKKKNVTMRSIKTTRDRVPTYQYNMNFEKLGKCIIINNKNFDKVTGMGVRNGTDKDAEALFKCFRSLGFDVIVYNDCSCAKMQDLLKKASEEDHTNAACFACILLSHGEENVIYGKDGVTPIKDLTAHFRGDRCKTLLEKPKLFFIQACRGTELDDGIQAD
Target sequence (P55210 207-303 limits assumed): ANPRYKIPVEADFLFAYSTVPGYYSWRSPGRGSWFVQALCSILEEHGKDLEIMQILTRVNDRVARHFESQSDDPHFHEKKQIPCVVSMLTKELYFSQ
BRCT inh green – BRCA1 BRCT-phosphoprotein interaction inhibition | P38398 | BRCA1 BRCT-phosphopeptide binding, green fluorescence polarization | 75,000 tested, 0.05% active | Potency, µM (doses to about 76.9 µM), for inactives: top-dose activity change, negative = inhibition, most hits filed as inhibitors;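 further: potency means the concentration at half of the fitted maximal effect; plate controls were peptide without protein for full effect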
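Compounds were incubated for 12 min at room temperature with a complex of 100 nM fluorescein-tagged pBACH1 decapeptide and 250 nM His-tagged BRCT protein. Buffer was phosphate pH 7.3 with EDTA, DTT and Tween 20. Disruption of binding lowers the polarization signal.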
Caspase-1 inhib – allosteric or competitive inhibitors of human caspase-1 | Caspase-1 enzyme, Ac-WEHD-AFC fluorogenic rate | Potency, µM (doses to about 57.5 µM), for the others: at the top dose activity change, negative = inhibition, most hits filed as inhibitors | 75,000 tested, 0.03% active | AID 900;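 further: potency means the concentration at half of the fitted maximal effect; plate controls were vehicle for no effect and no substrate for full effect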
Target sequence (P29466 120-297 limits assumed): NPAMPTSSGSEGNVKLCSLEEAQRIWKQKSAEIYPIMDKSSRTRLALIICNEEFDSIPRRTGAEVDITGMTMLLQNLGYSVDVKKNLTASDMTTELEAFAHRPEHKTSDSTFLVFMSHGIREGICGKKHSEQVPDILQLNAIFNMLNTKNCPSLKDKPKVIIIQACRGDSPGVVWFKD
Target sequence (P29466 317-404 limits assumed): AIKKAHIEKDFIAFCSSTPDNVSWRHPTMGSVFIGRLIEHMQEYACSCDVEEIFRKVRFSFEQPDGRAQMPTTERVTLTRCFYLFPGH
Rhodamine fluor – compound fluoresces in the rhodamine spectral region | Rhodamine-region fluorescence, 547/598 nm, Tris buffer; stronger effect = higher value | max dye-equivalent concentration, M | 59,000 tested, 0.05% active; in the data active means max dye-equivalent concentration above about 11 nM; inconclusive means between about 1.1 nM and that limit
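Compounds in 100 mM Tris buffer, pH 8.0, were incubated 15 min at room temperature, then read at 547 nm excitation and 598 nm emission. Fluorescence was normalized against a per-plate six-point rhodamine standard curve as dye-equivalent concentration.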
A350 fluor – compounds fluorescent in Alexa 350 spectral region; Compound autofluorescence, 340/450 nm, Alexa 350 dye-equivalents; stronger effect = higher value; max dye-equivalent concentration, M; 59,000 tested, 11% active; in the data active means max dye-equivalent concentration above about 10 nM; inconclusive means mostly about 1.1 nM to 9.6 nM
Texas Red fluor – compounds fluorescent in Texas Red spectral region; max dye-equivalent concentration, M; 59,000 tested, 0.06% active; Compound fluorescence, Texas Red channel, 547/618 nm; stronger effect = higher value; AID 587; in the data active means max dye-equivalent concentration above about 10 nM; inconclusive means between about 1.1 nM and that limit
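Fluorescence at ex 547/em 618 nm, normalized against an on-plate Texas Red standard series to give dye-equivalent concentration per compound concentration. Buffer 100 mM Tris, pH 8.0; 15 min RT incubation before CCD imaging.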
BRCT PPI red – inhibitors of human BRCA1 BRCT-phosphoprotein interaction (red fluorophore); AID 892; BRCT-phosphopeptide binding, red fluorescence polarization; Potency, µM (titrated, usually from 76.9 µM), for inactives: at the highest dose activity change, negative = inhibition, hits mostly inhibitors; P38398; 75,000 tested, 0.03% active; further: on the % scale 0 is the no-effect control and ±100 the full control effect
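Fluorescence polarization: 100 nM His-tagged BRCA1 BRCT with 100 nM TAMRA-labelled phospho-BACH1 decapeptide, phosphate buffer pH 7.3 with 150 mM NaCl, DTT, 0.01% Tween 20; 12 min RT. Binding inhibition seen as FP decrease.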
USP2a inh – USP2a (human) protease inhibition. USP2a enzymatic assay, qHTS inhibition. Potency, µM (top dose mostly 38.3 µM), inactives show at the top dose activity change, negative = inhibition, hits mostly inhibitors. 60,000 tested, 0.1% active. AID 927;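 further: potency means the concentration at half of the fitted maximal effect; nearly all actives have a fitted effect of over 60% in size; plate controls were DMSO for no effect and NEM full inhibition control for full effect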
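Coupled readout: USP2-cleaved Ub-PLA2 (20nM final) turns over NBD C6-HPC (20uM final), Ex 460nm/Em 535nm after 2.5 h, time-zero read flagging artifacts. Enzyme (20nM final, pH 8.0 Tris) given 30 min RT with compound first; NEM defines full inhibition.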
HEK293 cAMP ctrl – counter-screen for TSHR agonists: cAMP increase in parental HEK293. parental HEK293 CNG cAMP sensor, membrane potential fluorescence. Potency, µM (highest dose often 57.1 µM), inactives show at the highest dose activation, usual class: activators. 73,000 tested, 2.5% active. AID 938; further: potency means the concentration at half of the fitted maximal effect; % of control where 0% means no effect; nearly all actives have a fitted effect of over 55% in size
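Parental HEK 293 cells stably expressing a cAMP-gated CNG channel were loaded with membrane potential dye containing 100 uM RO 20-1724 for 60 min. Compound added for 30 min; depolarization read as fluorescence intensity at 590 nm.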
The depositor's hits bear a star; i = inactive; u = inconclusive; x = not tested or not shown; [ ] = remark or other dose. Unless noted, the call rests on the fitted dose curve; in most records, active means well fitted curve in the direction sought with a large enough effect; inconclusive means small, poorly fitted or top-dose-only effect, or another doubt; inactive means no such curve, though single readings can be large; an effect the other way counts as inactive or inconclusive. Only part of the results is shown; rates above refer to the full screens.

mol | Fluorescein autfl | 4MU fluor | Caspase-7 inhib | BRCT inh green | Caspase-1 inhib | Rhodamine fluor | A350 fluor | Texas Red fluor | BRCT PPI red | USP2a inh | HEK293 cAMP ctrl
Cn1cccc1CNCCc1ccccc1F | i | i | -1% | 0.4% | -2% | i | i | u | -0.4% | 5% | 11%
Cc1cccn2c(=O)c3cc(C(=O)N4CCC5(CC4)OCCO5)n(C)c3nc12 | i | 9.9e-07M* | -6% | -4.9% | -7% | i | 9.1e-07M* | i | -0.4% | 4% | 22%
CC1=NN(c2ccccc2)C(=O)[C@@H]1N=Nc1ccc([As](=O)(O)O)c(O)c1 | u | i | -1%[11.5 µM] | 3.5%[15.4 µM] | 1%[11.5 µM] | i | i | i | -0.4%[15.4 µM] | x | 0%[11.4 µM]
Cl.Cl.Cl.Cl.Cl.Cl.N.N.N.N.NNNNN.NNNNN.O.O.[Ru].[Ru].[Ru] | x | x | 0% | -2.0% | -2% | x | x | x | 0.7% | x | 2%
Cn1c(=O)n(CC(=O)N2CCC3(CC2)OCCO3)c(=O)c2ccccc21 | i | i | 0% | 0.8% | 1% | i | i | i | -0.5% | 6% | -2%
CC(C)NC(=O)N1CCCC2(CCN(C(=O)Oc3ccccc3)CC2)C1 | i | i | 2% | -0.9% | -4% | i | i | i | 0.5% | -37% | 12%
Cn1c(O)c(C=NCc2cccs2)c(=O)n(C)c1=O | x | x | 0% | 0.4% | 1% | x | x | x | -5.7% | -5% | 2%
c1ccc(CN2CCC3(CCNCC3)CC2)cc1 | i | i | -3% | -1.3% | 2% | i | i | i | -3.5% | 17% | u
NNC(N)=S | x | x | -1% | -1.7% | -2% | x | x | x | 0.5% | x | 34%

Four successive records from above, quoted:
mol | Fluorescein autfl | 4MU fluor | Caspase-7 inhib | BRCT inh green | Caspase-1 inhib | Rhodamine fluor | A350 fluor | Texas Red fluor | BRCT PPI red | USP2a inh | HEK293 cAMP ctrl
CC1=NN(c2ccccc2)C(=O)[C@@H]1N=Nc1ccc([As](=O)(O)O)c(O)c1 | u | i | -1%[11.5 µM] | 3.5%[15.4 µM] | 1%[11.5 µM] | i | i | i | -0.4%[15.4 µM] | x | 0%[11.4 µM]
Cl.Cl.Cl.Cl.Cl.Cl.N.N.N.N.NNNNN.NNNNN.O.O.[Ru].[Ru].[Ru] | x | x | 0% | -2.0% | -2% | x | x | x | 0.7% | x | 2%
Cn1c(=O)n(CC(=O)N2CCC3(CC2)OCCO3)c(=O)c2ccccc21 | i | i | 0% | 0.8% | 1% | i | i | i | -0.5% | 6% | -2%
CC(C)NC(=O)N1CCCC2(CCN(C(=O)Oc3ccccc3)CC2)C1 | i | i | 2% | -0.9% | -4% | i | i | i | 0.5% | -37% | 12%
